EBV gp42 inh: blocks Epstein-Barr virus glycoprotein 42 binding | inhibition, % (tested at 21.74 µM) | Fluorescence polarization binding assay, mP read-out | 0.42% of 220,000 active; in the data active means inhibition above about 50%
Target sequence (Q1HVG2 whole entry, looked up): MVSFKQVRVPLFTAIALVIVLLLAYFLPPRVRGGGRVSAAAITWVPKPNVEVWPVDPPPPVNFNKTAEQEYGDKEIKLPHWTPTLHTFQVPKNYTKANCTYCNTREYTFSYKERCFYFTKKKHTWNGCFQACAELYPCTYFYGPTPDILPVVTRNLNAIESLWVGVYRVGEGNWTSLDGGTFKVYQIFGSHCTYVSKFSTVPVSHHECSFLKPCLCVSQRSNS
Tb hexokinase: blocks Trypanosoma brucei hexokinase 1 activity | recombinant TbHK1, G6PDH-coupled NADH A340 | inhibition, % at 10 µM | 0.11% of 220,000 active;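 active means inhibition of 50% or more in the single-dose primary screen; inactive means inhibition below 50%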
m-calpain inh: inhibitors of pig calpain II; inhibition, % at 16 µM; purified calpain II, fluorogenic peptide substrate, 30 min; 0.37% of 220,000 active; AID 1236;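 active means inhibition above about 50%, limit read from the data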
PPC-1+TRAIL kill: compounds killing PPC-1 cancer cells with TRAIL present (potentiator screen, no TRAIL-free arm). cell killing (% activity), % at 4 µM. PPC-1 cells + TRAIL, ATPLite viability luminescence. 0.41% of 220,000 active;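 active means cell killing above 50% in the first pass at 4 µM, then a duplicate retest at 5 µM averaging 50% or more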;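 further: plate controls were cells with TRAIL plus DMSO for no effect and medium-only wells lacking cells for full effect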
Furin inhibitor: blocks human furin protease activity; P09958; purified furin, fluorogenic substrate cleavage; inhibition, % at 30 µM; 0.061% of 220,000 active; AID 463115; in the data active means inhibition above about 25%; further: inactives centre near -15
TRPML3 agonist: activates the human TRPML3 channel | activation, % at 3 µM | AID 1448 | Q8TDD5 | HEK293 TRPML3-YFP, Fluo-8 calcium fluorescence; 100% = the carbachol control signal | 0.29% of 220,000 active;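 active means activation above its plate's cutoff, the mean activation of the plate's test wells plus 3 SD, cut at about 12% in these data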;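 further: 0% = DMSO only wells and 100% = carbachol wells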
Target sequence (Q8TDD5 whole entry, looked up): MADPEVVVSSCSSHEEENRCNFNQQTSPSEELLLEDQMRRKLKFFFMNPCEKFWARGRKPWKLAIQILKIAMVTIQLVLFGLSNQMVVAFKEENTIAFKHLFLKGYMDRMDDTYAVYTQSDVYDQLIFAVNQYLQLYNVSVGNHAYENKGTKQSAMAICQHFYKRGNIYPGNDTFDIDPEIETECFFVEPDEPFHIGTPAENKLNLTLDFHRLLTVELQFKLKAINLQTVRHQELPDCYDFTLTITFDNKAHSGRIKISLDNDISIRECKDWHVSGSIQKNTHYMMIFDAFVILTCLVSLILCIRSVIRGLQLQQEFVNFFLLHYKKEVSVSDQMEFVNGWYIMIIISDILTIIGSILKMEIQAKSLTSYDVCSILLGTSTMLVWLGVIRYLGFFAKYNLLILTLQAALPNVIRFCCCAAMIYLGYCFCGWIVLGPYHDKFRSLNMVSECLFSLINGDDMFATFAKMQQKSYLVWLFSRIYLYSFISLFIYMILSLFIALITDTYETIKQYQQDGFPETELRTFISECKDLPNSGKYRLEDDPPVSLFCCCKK
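Test system: TRPML3-YFP stable HEK293 cells. Doses: single point at 3 µM. Incubation: dye loading 1 h 37 °C then 30 min ambient, 125 s read. Signal: Fluo-8 calcium dye fluorescence, ex 470-495, em 515-575 nm. Measure: percent activation from peak-to-basal fluorescence ratio, scaled between DMSO and carbachol.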
thrombin 1536: inhibitors of human thrombin | P00734 | alpha-thrombin, Boc-VPR-AMC fluorogenic substrate cleavage | inhibition, % at 5 µM | 0.26% of 220,000 active | AID 1046;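 active means inhibition at or above 40%; inactive means inhibition below 40%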;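 further: 0% = enzyme with no compound and 100% = wells without enzyme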
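System – human alpha-thrombin · Medium – pH 7.5 Tris (50 mM) with NaCl 150 mM, Tween 20 0.05% · Compound – single-point dosing at 5 µM, 0.2% DMSO · Incubation – enzyme reaction carried out at room temperature · Technique – fluorescence of released AMC, ex 355 nm, em 460 nm · Read-out basis – % inhibition of thrombin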
zfTRPN1 agonist: agonists of zebrafish TRPN1 channel | HEK293 zebrafish TRPN1-YFP, Fluo-8 calcium fluorescence; 100% = response to 87 µM carbachol | activation, % at 3 µM | 0.18% of 220,000 active | AID 1424;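 active means activation above its plate's cutoff, the mean activation of test wells on that plate plus 3 SD, cut at about 19% in these data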;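 further: 0% = DMSO alone and 100% = 87 µM carbachol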
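Assay system: Zebrafish TRPN1-YFP in HEK293 cells | Incubation: Dye loading 1 h at 37 °C, then 30 min room temperature | Measured by: Kinetic Fluo-8 fluorescence, ex 470-495, em 515-575 nm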
Cl transport mod: KCC2 (human) Cl- transport modulation | Q9H2X9 | KCC2 cells, thallium flux FluoZin-2 fluorescence | B-score of Tl+ flux slope (higher = more flux/activation; lower = inhibition) at 10 µM | 2.2% of 190,000 active;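 active means thallium flux slope and its plate-corrected score both differing from the plate sample mean at a set confidence after two filtering rounds, in either direction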;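 further: slope of fluorescence scaled to starting intensity during 10 to 20 s after thallium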
The depositor's hits bear a star; i = inactive; / = no result given; [ ] = dose if it differs, or a comment. Hits appear at their usual frequency (roughly 3.6% active in at least one column).

Start of the data: the first five records, to show the layout:
SMILES | EBV gp42 inh | Tb hexokinase | m-calpain inh | PPC-1+TRAIL kill | Furin inhibitor | TRPML3 agonist | thrombin 1536 | zfTRPN1 agonist | Cl transport mod
Cn1c(C(=O)O)c(CC(=O)Nc2ccc(F)cc2F)c2ccccc21 | -12 | -4 | -18 | 16 | -1[20 µM] | 0.2 | -3 | -0.9 | -0.042
Cc1ccc(Nc2c([N+](=O)[O-])c(=O)oc3ccccc23)cc1 | -36 | -18 | 3 | 13 | -23 | 0.1 | -16 | -1.4 | -2
Cc1cc2c3c(c1)C(C)(c1ccccc1)CC(C)(C)N3C(=O)C21C(C#N)=C(N)OC2=C1C(=O)CC(C)(C)C2 (stereo not drawn) | -12 | -9 | -54 | 18 | -10[20 µM] | 0.3 | 0 | -0.4 | /
COc1ccc(N2CCN(CCNC(=O)CCCn3c(=O)[nH]c4cc(Cl)ccc4c3=O)CC2)cc1 | -8 | 0 | -43 | 6 | -7[20 µM] | 0.3 | -7 | -1.2 | /
CC(C)Oc1cc(N)c(Cl)cc1Cl | -14 | 2 | 0 | 18 | -24 | 0.1 | -2 | -1.6 | 0.77

Results, previewed entries included:
SMILES | EBV gp42 inh | Tb hexokinase | m-calpain inh | PPC-1+TRAIL kill | Furin inhibitor | TRPML3 agonist | thrombin 1536 | zfTRPN1 agonist | Cl transport mod
Cn1c(C(=O)O)c(CC(=O)Nc2ccc(F)cc2F)c2ccccc21 | -12 | -4 | -18 | 16 | -1[20 µM] | 0.2 | -3 | -0.9 | -0.042
Cc1ccc(Nc2c([N+](=O)[O-])c(=O)oc3ccccc23)cc1 | -36 | -18 | 3 | 13 | -23 | 0.1 | -16 | -1.4 | -2
Cc1cc2c3c(c1)C(C)(c1ccccc1)CC(C)(C)N3C(=O)C21C(C#N)=C(N)OC2=C1C(=O)CC(C)(C)C2 (stereo not drawn) | -12 | -9 | -54 | 18 | -10[20 µM] | 0.3 | 0 | -0.4 | /
COc1ccc(N2CCN(CCNC(=O)CCCn3c(=O)[nH]c4cc(Cl)ccc4c3=O)CC2)cc1 | -8 | 0 | -43 | 6 | -7[20 µM] | 0.3 | -7 | -1.2 | /
CC(C)Oc1cc(N)c(Cl)cc1Cl | -14 | 2 | 0 | 18 | -24 | 0.1 | -2 | -1.6 | 0.77
CN(C)c1nc2c(c(=O)n(C)c(=O)n2C)n1Cc1ccccc1 | -13 | 4 | -10 | 11 | -14 | -0.1 | 1 | -0.5 | /
Cc1noc(NC(=O)c2cccc(Cl)c2Cl)c1C#N | -12 | -1 | -7 | 2 | -32 | 1.6 | / | 1.1 | -1.3
CCOC(=O)c1c(C)[nH]c(C(=O)Nc2ccc3c(c2)OCO3)c1C | -33 | -8 | 10 | 15 | -13 | -0.1 | 4 | 0.9 | /
C=CCOC(=O)C1=C(C)NC(SCC(N)=O)=C(C#N)C1c1ccc(C)cc1 (stereo not drawn) | -9 | -5 | 10 | 4 | -7 | -0.9 | -3 | -3.7 | -0.16
CCOC(=O)c1sc(=S)n(Cc2ccccc2)c1C | -4 | -19 | 14 | 12 | -19 | -0.1 | -5 | -1.8 | -1.8
COc1cccc(/C=N/NC(=O)CNC(=O)c2ccc(S(=O)(=O)N3CCOCC3)cc2)c1OC | 7 | -2 | -36 | 6 | -9 | 0.4 | -5 | -0.6 | 0.71
O=C(O)c1[nH]c2ccccc2c1CC(=O)N1CCN(c2ccccc2)CC1 | 0 | -4 | -6 | 10 | -12 | 0.6 | -1 | 1.1 | -0.32
CC(C)(C)c1ccc(C(=O)Nc2ccc(Oc3cccnc3)nc2)cc1 | -9 | -11 | 41 | 23 | -18 | 6.0 | -13 | 13 | -3.2
CCc1nnc2sc(-c3ccc(NC(=O)c4ccc5c(c4)OCCO5)cc3)nn12 | -17 | -24 | i | 16 | -6[20 µM] | -0.6 | 0 | -0.5 | -1.4
NNC(=O)c1ccc2[nH]c3c(c2c1)CCCC3 | -17 | -7 | 9 | 22 | -19 | 0.6 | -7 | -0.8 | 0.76
Cc1n[nH]c(C)c1S(=O)(=O)N1CCc2ccccc21 | 38 | 5 | 0 | 12 | -2 | 0.8 | -5 | 0.1 | /
COc1cc(O)c(C(CCN2CCN(c3ccccc3)CC2)c2ccc3c(c2)OCO3)c(OC)c1 (stereo not drawn) | -13 | 10 | -19 | 4 | -36 | / | 0 | / | 0.42
Cn1cccc1C(=O)NC(=O)COC(=O)C12CC3CC(CC(O)(C3)C1)C2 | -9 | -2 | -5 | -11 | -14[20 µM] | 0.8 | 1 | 1.3 | 0.38
CN(C)S(=O)(=O)c1ccc2c(c1)nc(CCC(=O)Nc1ccc(N3CCOCC3)cc1)n2C | 0 | 3 | -4 | 18 | -12 | 0.3 | -3 | 1.5 | 0.28
Cc1nn(C)c(NC(=O)c2ccc([N+](=O)[O-])cc2)c1Cl | -11 | -13 | -21 | 13 | -29 | 0.2 | -1 | 1.8 | 0.012
Cc1ccc(NC(=O)C(C)S)cc1 (stereo not drawn) | -15 | -7 | 28 | -3 | -19 | -0.7 | -3 | 1.0 | /
CC(C)C(NC(=O)c1cccc(S(=O)(=O)N2CCOCC2)c1)C(=O)NCCc1ccccn1 (stereo not drawn) | -6 | 6 | -4 | 24 | -10 | 0.5 | -4 | 1.1 | -0.29
COc1ccc(C2NCCC3(O)CCCCC23)c(OC)c1OC (stereo not drawn) | -9 | -5 | 8 | -14 | -26 | 1.1 | 5 | 0.5 | -0.37
CCCCN(C)CCNC(=O)CCNC(=O)Cn1ccc2ccccc2c1=O | -3 | -11 | -18 | 0 | -37 | 0.7 | 0 | 0.9 | -0.12
O=C(CN1C(=O)COc2ccccc21)NCCN1CCc2ccccc2C1 | 7 | 1 | -13 | -11 | -16[20 µM] | -0.9 | -5 | -1.1 | -0.92

2 of the compounds above, with each value named:
> Cn1cccc1C(=O)NC(=O)COC(=O)C12CC3CC(CC(O)(C3)C1)C2
  EBV gp42 inh: -9; Tb hexokinase: -2; m-calpain inh: -5; PPC-1+TRAIL kill: -11; Furin inhibitor: -14[20 µM]; TRPML3 agonist: 0.8; thrombin 1536: 1; zfTRPN1 agonist: 1.3; Cl transport mod: 0.38

> CN(C)S(=O)(=O)c1ccc2c(c1)nc(CCC(=O)Nc1ccc(N3CCOCC3)cc1)n2C
  EBV gp42 inh: 0; Tb hexokinase: 3; m-calpain inh: -4; PPC-1+TRAIL kill: 18; Furin inhibitor: -12; TRPML3 agonist: 0.3; thrombin 1536: -3; zfTRPN1 agonist: 1.5; Cl transport mod: 0.28

(further entries)
SMILES | EBV gp42 inh | Tb hexokinase | m-calpain inh | PPC-1+TRAIL kill | Furin inhibitor | TRPML3 agonist | thrombin 1536 | zfTRPN1 agonist | Cl transport mod
Cc1c(NC(=O)C(C)OC(=O)COc2cccc3c2OC(C)(C)C3)c(=O)n(-c2ccccc2)n1C (stereo not drawn) | -8 | -2 | -21 | 18 | -19[20 µM] | -0.1 | -4 | 0.4 | -0.72
O=C(CSc1nnc(-c2ccccc2)c(-c2ccccc2)n1)NCc1ccco1 | -9 | -10 | 12 | 17 | -5[20 µM] | -1.2 | -5 | -0.4 | -0.19
COc1cc(S(=O)(=O)n2ccc(C)n2)c(OC)cc1Cl | -15 | -3 | -1 | 18 | -23[20 µM] | 1.1 | -6 | -2.1 | /
CCN(CC)CCN1C(=O)C(=O)/C(=C(/O)c2c(C)[nH]c(C(=O)OC)c2C)C1c1ccc(C)o1 (stereo not drawn) | -14 | -10 | 9 | -2 | -15 | 0.2 | 0 | -0.7 | -0.0064
COc1ccccc1CNC(=O)C(C)NS(=O)(=O)c1ccccc1 (stereo not drawn) | -10 | 1 | -23 | 36 | -18[20 µM] | 0.1 | 0 | -0.9 | 0.0049
O=S(Cc1ccc(Cl)cc1)CC(O)COCc1ccc(Cl)cc1 (stereo not drawn) | -2 | 19 | -2 | 8 | -13 | 0.3 | 8 | 1.4 | 0.45
O=C(COC(=O)CNC(=O)c1ccco1)Nc1ccccc1OC(F)F | -9 | 9 | -54 | 22 | -24 | 0.5 | -7 | 0.4 | 1
c1ccc(-c2noc(CN3CCc4sccc4C3)n2)cc1 | -1 | 3 | -5 | -20 | -18 | 0.5 | -4 | -2.2 | -0.031
COc1ccc(OC)c(Cc2nnc(CCC(=O)NC3CCCC3)o2)c1 | 0 | 10 | -7 | -5 | -21 | 0.2 | 2 | 0.7 | 2.6
Cc1cnc(C(=O)Nc2ccc(N3CCCCC3)cc2)cn1 | -10 | -13 | 9 | 5 | -19 | 1.0 | 7 | 1.3 | 0.73
CCC1=NN(C(=O)Cc2ccccc2)C(O)(c2ccncc2)C1 (stereo not drawn) | -14 | -2 | -23 | 31 | -15 | 0.2 | 6 | 1.0 | -0.074
COc1cc(/C=N/OCC(=O)NC2CCCCC2C)ccc1OCc1ccc(Cl)cc1 (stereo not drawn) | -22 | 24 | 30 | 28 | -8 | 0.9 | -9 | 0.7 | 0.75
Nc1ccc(C(=O)c2ccccc2C(=O)O)cc1Cl | -13 | 2 | 7 | 4 | -9[20 µM] | -0.4 | 21 | 0.9 | 1.3
O=C(Cc1ccccc1)NCCSCc1ccco1 | -13 | -3 | -7 | 16 | -11[20 µM] | 0.6 | 0 | -0.4 | -0.0081
Cc1nc(N[C@@H](Cc2ccccc2)C(=O)O)c2oc3ccccc3c2n1 | 1 | -2 | -14 | 2 | -19[20 µM] | 1.1 | 2 | 0.5 | 0.89
O=C(NCc1ccco1)C1(c2ccc(Br)cc2)CCCC1 | 7 | -4 | 20 | 13 | -14[20 µM] | -1.3 | -6 | -3.3 | /
O=C(c1c[nH]c(=O)n(-c2ccccc2)c1=O)N1CCc2ccccc21 | -9 | -2 | 31 | 24 | -13 | 0.2 | 4 | 0.0 | /
CC(=O)Nc1ccc(NCN2C(=O)C3C4CCC(C4)C3C2=O)cc1 (stereo not drawn) | -19 | -5 | 4 | 8 | -15[20 µM] | 0.0 | 1 | -0.6 | 0.32
CCOC(=O)C1=NN(C(=O)c2cccc(Br)c2)C(O)(C(C)(C)C)C1 (stereo not drawn) | -9 | 5 | 11 | 0 | -7 | 2.0 | -3 | 18 | 107*
COc1ccc(NC(=O)c2oc3ccccc3c2NC(=O)C2CC2)cc1 | -11 | -8 | 2 | 4 | -11 | -0.4 | 5 | -1.5 | -0.4
O=C(CC1C(=O)N(c2ccc(F)cc2)C(=O)N1Cc1ccccn1)Nc1ccccc1 (stereo not drawn) | -9 | -3 | 7 | 9 | -18[20 µM] | 0.2 | 6 | 0.7 | /
COc1ccc(/C(N)=N/OC(=O)CN(C)S(=O)(=O)c2ccccc2)cc1 | -3 | 3 | 6 | 7 | -13 | 106* | 4 | 3.7 | -0.47
O=C(O)CSc1nnc(Cc2ccccc2)n1-c1ccccc1 | -15 | 2 | 0 | 44 | -11[20 µM] | 0.4 | 2 | -0.1 | /
O=C(COC(=O)c1ccc(S(=O)(=O)NCc2ccco2)cc1)Nc1ccc(OC(F)F)cc1 | -35 | -5 | -62 | 13 | -8[20 µM] | 1.2 | 5 | 1.9 | -0.048
CCN(CC)CCNc1ncnc2c1sc1nc(N3CCOCC3)c3c(c12)CCCC3 | -15 | -26 | -52 | -2 | -1 | 0.8 | -2 | -0.3 | -0.91
COc1ccc(C)cc1N(CC(=O)Nc1cccc(N(C)S(C)(=O)=O)c1)S(C)(=O)=O | -3 | -3 | 3 | 10 | -21[20 µM] | 0.6 | -16 | 0.2 | -0.45
